Bioassay records: PubChem, several laboratories
KCNQ2 block: KCNQ2 potassium channel inhibitors, primary screen, cell-based, CHO-K1, FluxOR thallium flux, B-score (AID 2156); Potassium voltage-gated channel subfamily KQT member 2 (Rattus norvegicus), O88943; 20 min; active compounds read low; B-score at 10 µM; 1.1% of 310,000 active;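 active = fluorescence ratio B-score at most minus 3 library SDs, with starting brightness B-score within 2 library SDs, cut at about -5.5 in these data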
STK33 inh: inhibitors of purified STK33 kinase, primary screen, biochemical, ADP-Glo luminescence, homogeneous, cell-free; 0.073% of 320,000 active; MBP phosphorylation; Serine/threonine-protein kinase 33 (Homo sapiens), Q9BYT3; inhibition, % at 10 µM;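 active = inhibition at or above 25%, using the most active replicate where run in duplicate; inactive = inhibition below 25%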
Target sequence (Q9BYT3 whole entry, looked up): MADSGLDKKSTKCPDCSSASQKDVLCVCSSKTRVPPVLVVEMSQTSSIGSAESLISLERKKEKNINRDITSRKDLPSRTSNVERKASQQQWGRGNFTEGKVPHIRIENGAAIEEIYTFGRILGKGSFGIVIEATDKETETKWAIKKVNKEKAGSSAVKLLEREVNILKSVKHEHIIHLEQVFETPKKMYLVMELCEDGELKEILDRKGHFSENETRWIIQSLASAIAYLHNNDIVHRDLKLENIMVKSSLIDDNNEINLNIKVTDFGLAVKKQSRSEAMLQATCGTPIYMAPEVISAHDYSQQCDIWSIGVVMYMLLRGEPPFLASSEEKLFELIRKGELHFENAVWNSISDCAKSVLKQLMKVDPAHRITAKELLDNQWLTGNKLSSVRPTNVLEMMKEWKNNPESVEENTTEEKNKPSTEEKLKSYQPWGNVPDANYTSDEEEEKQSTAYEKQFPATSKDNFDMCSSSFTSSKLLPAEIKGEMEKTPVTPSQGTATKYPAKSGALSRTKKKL
OX1R FRET antag: antagonists of human orexin 1 receptor (OX1R); OX1R-expressing cells, FRET antagonist read-out; inhibition, % at 6.6 µM; 1.8% of 330,000 active; AID 485270, 2010; in the data active = inhibition mostly above about 38%, no sharp cut-off; inactive = mostly below about 40%;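 also: 0% = agonist challenge alone and 100% = reference antagonist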
Target sequence (O43613 whole entry, looked up): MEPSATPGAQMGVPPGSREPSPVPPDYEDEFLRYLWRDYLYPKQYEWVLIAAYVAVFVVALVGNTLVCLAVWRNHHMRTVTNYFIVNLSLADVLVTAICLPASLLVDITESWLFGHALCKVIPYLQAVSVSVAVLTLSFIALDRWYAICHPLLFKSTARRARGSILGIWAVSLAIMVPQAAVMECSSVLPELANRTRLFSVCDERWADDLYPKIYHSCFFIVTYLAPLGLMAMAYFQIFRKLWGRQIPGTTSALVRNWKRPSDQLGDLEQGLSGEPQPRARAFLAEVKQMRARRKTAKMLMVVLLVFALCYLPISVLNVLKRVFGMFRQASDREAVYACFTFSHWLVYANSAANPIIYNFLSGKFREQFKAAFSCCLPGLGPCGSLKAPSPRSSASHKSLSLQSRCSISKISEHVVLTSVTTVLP
* hit, by the source's call; i = inactive; . = no result given.

A first look:
KCNQ2 block,STK33 inh,OX1R FRET antag,Structure
i,-1.0,24,Cc1cc(C)c(NC(=S)N2CCN(c3ccc([N+](=O)[O-])cn3)CC2)cc1C
i,-0.7,17,Cc1c(C(=O)NCCSc2ccc(Cl)cc2)cccc1[N+](=O)[O-]
i,-0.9,3,S=C(NCc1cccs1)Nc1cccc2ccccc12
i,0.6,5,Cc1ccc(N(C(=O)Cn2nnc(-c3ccccc3F)n2)C(C(=O)NC2CCCC2)c2ccncc2)cc1 (stereo not given)
i,0.0,11,Cn1cnnc1SCC(=O)N1N=C(c2ccc(Cl)cc2)CC1c1ccco1 (stereo not given)
i,-0.9,7,COc1ccccc1-c1coc2c(CN3C(C)CCCC3C)c(O)ccc2c1=O (stereo not given)
i,0.1,13,COc1ccccc1C(=O)N(Cc1sccc1C)C1CCS(=O)(=O)C1 (stereo not given)

The list itself, repeating the preview:
KCNQ2 block,STK33 inh,OX1R FRET antag,Structure
i,-1.0,24,Cc1cc(C)c(NC(=S)N2CCN(c3ccc([N+](=O)[O-])cn3)CC2)cc1C
i,-0.7,17,Cc1c(C(=O)NCCSc2ccc(Cl)cc2)cccc1[N+](=O)[O-]
i,-0.9,3,S=C(NCc1cccs1)Nc1cccc2ccccc12
i,0.6,5,Cc1ccc(N(C(=O)Cn2nnc(-c3ccccc3F)n2)C(C(=O)NC2CCCC2)c2ccncc2)cc1 (stereo not given)
i,0.0,11,Cn1cnnc1SCC(=O)N1N=C(c2ccc(Cl)cc2)CC1c1ccco1 (stereo not given)
i,-0.9,7,COc1ccccc1-c1coc2c(CN3C(C)CCCC3C)c(O)ccc2c1=O (stereo not given)
i,0.1,13,COc1ccccc1C(=O)N(Cc1sccc1C)C1CCS(=O)(=O)C1 (stereo not given)
.,-0.5,5,CC(Sc1nnc(C2CC2)n1C1CC1)C(=O)NC1(C#N)CCCCC1 (stereo not given)
i,6.3,44,O=C(CN1CCOCC1)Nc1nc2cc([N+](=O)[O-])ccc2s1
i,-3.0,79*,O=C(CCN1C(=O)c2cccc3cccc(c23)C1=O)NC1CCS(=O)(=O)C1 (stereo not given)
i,-0.6,-3,Cc1nc2cc(Nc3ccncc3)ccc2s1
i,-0.5,7,COC(=O)/C=C1/S/C(=N/NC(=O)c2ccc(Cl)cc2Cl)NC1=O
.,0.8,2,NC(=O)c1ccsc1NC(=O)COC(=O)COc1ccc(C=O)cc1
i,0.3,7,COc1ccc(CCNC(=O)c2c(C)cc(=O)oc2C)cc1OC
i,-1.1,22,CCN(CC)CC(=O)Nc1cccc(S(=O)(=O)N2CCCC2)c1
i,-2.7,7,Cc1ccc(N2C(=O)C(NC(=O)c3ccccc3)(C(F)(F)F)C3=C2CC(C)(C)CC3=O)cc1 (stereo not given)
i,1.4,-9,O=C(/C=C/c1ccccc1Cl)Nc1cccnc1
i,-2.0,4,Cc1cccc(NC(=S)NCC(c2cccnc2)N2CCOCC2)c1C (stereo not given)
.,0.6,8,COc1cc(OC)cc(-c2c(-c3ccc(F)cc3)c3cc(-c4ccc(SC)cc4)ccc3n2C)c1
i,-2.0,16,O=C(Cn1cc2c(n1)CCCC2)NCCCN1CCN(Cc2ccccc2)CC1
.,0.0,6,CC(C)Cn1c(N)c(C(=O)COC(=O)C2Cc3ccccc3CN2S(C)(=O)=O)c(=O)n(C)c1=O (stereo not given)
i,-3.2,15,CC(=O)COc1ccc2c(C)c(C)c(=O)oc2c1
-7.4*,-1.0,9,COC(=O)C1=CN(CCOC23CC4CC(CC(C4)C2)C3)C=C(C(=O)OC)C1c1ccsc1
i,-0.2,24,CS(=O)(=O)n1nc(NCc2cccs2)nc1NCc1cccs1
i,-0.2,5,CC1(C)C(c2ccccc2)=[N+]([O-])CN1O
i,-1.1,29,Cc1ccc(C2Nc3ccccc3NC3=C2C(=O)OC(C)C3)cc1 (stereo not given)
i,-0.4,35,CC(C)Cc1nc(SCC(=O)N2CCCC2)c2c(=O)n(C)c(=O)n(C)c2n1
i,1.7,11,COc1ccc(/C=N/Nc2nncc3ccccc23)c(OC)c1
i,-1.3,18,COc1cccc(NC(=O)C(C)N2C(=O)c3ccccc3S2(=O)=O)c1 (stereo not given)
i,-1.6,13,C#CCNc1cc(C)nc2ncnn12
i,-1.4,0,O=C1CNC(=O)/C1=C\N1CCN(C(c2ccccc2)c2ccccc2)CC1
i,-0.1,18,COc1ccc(OC)c(NC(=O)CN(c2ccc(C)cc2)S(=O)(=O)c2c(C)n[nH]c2C)c1
i,-1.4,48,COc1cccc(NC(=O)Nc2ccc3nc(C)c(C)nc3c2)c1
i,0.3,10,CCOc1nc(NC2CCCC2)nc(N2CCC(C)CC2)n1
i,-0.7,-2,CCCCCNC(=O)C1c2ccccc2Oc2ccccc21
i,-0.1,13,Cc1ccc(S(=O)(=O)NNC(=O)C(=O)NNc2ccccn2)cc1
i,2.1,48,Cc1cccc(C(=O)NC(=S)Nc2ccc(Cc3ccncc3)cc2)c1
.,-0.3,8,CSc1nnc(SCC(=O)Nc2ccc3[nH]c(=O)[nH]c3c2)s1
i,0.9,69*,Cc1cc(Br)cc2c1NC(=O)C2(c1c(C)n(C)n(-c2ccccc2)c1=O)c1c(C)n(C)n(-c2ccccc2)c1=O
i,1.0,2,NC(=S)Nc1ccc2cc[nH]c2c1
i,-1.6,11,CCC(C)c1ccc(NC(=O)COc2c(F)c(F)c(C(F)(F)F)c(F)c2F)cc1 (stereo not given)
i,-0.2,18,CCN(CC)CCOC(=O)/C=C/c1ccccc1OC
-6*,0.0,29,c1ccc(CSc2nnc(-c3cccs3)n2Cc2ccco2)cc1
i,-0.9,12,CC(C)(C)NC(=O)NC(=O)COC(=O)Cn1c(C(F)(F)F)nc2ccccc21
i,-1.2,1,Cc1cc(OCC(=O)Nc2ccc(CN3CCOCC3)cc2)c2c(C)cc(=O)oc2c1
i,-0.9,12,O=C(c1ccsc1)N1CCCC(N2CCN(c3cccc(Cl)c3)CC2)C1 (stereo not given)
.,-1.8,6,COc1ccc(OC)c(C2C(C(=O)c3sc(C)nc3C)=C(O)C(=O)N2CCN2CCOCC2)c1 (stereo not given)
.,3.6,15,CC1CN(C(=O)c2cc(Br)c(Br)s2)CC(C)O1 (stereo not given)
i,-0.4,32,O=C(Cc1cccc2ccccc12)N/N=C1\CCCc2ccccc21
i,-0.9,20,COc1ccc(C2/C=C\CN(S(=O)(=O)c3ccc(C)cc3)CC(=O)N2Cc2ccc(F)cc2)cc1 (stereo not given)

Carrying on:
KCNQ2 block,STK33 inh,OX1R FRET antag,Structure
i,2.5,3,c1ccc(CNc2ccc3c(c2)ncn3C2CCCCC2)nc1
i,2.0,12,CCCn1c(SCC(=O)Nc2nonc2C)nnc1-c1ccoc1C
i,0.4,7,CSc1nc2ccc(NC(=O)C3=NNC(=O)CC3)cc2s1
i,-1.0,17,COc1ccc(NS(=O)(=O)c2cc(NC(=O)c3nc4nc(C)cc(C)n4n3)ccc2C)cc1
i,0.2,8,N#CC1=C(N)N=C(SCc2ccccc2)C(C(N)=O)C12CCCCC2 (stereo not given)
i,-1.5,25,COC(=O)CSc1nc2ccc(NC(=O)c3ccccc3C(=O)N3CCOCC3)cc2s1
i,-1.0,13,Cc1ccccc1CN1N=C(/C=C/c2ccccc2)CCC1=O
i,-1.0,-3,CCC(=O)NC(=S)Nc1ccccc1F
i,-0.1,-3,COc1ccc(N(CC(=O)N/N=C/c2cccc(OC)c2OC)S(=O)(=O)c2ccccc2)cc1
i,1.2,8,Cc1ccc(C)c(N2CCN(C(=O)C3CCCN(S(=O)(=O)c4c(C)[nH]c(=O)[nH]c4=O)C3)CC2)c1 (stereo not given)
i,0.6,10,CC(C)CCNC(=O)C1CCN(S(=O)(=O)c2ccc3c(c2)CC(C)N3C(=O)C2CC2)CC1 (stereo not given)
i,-1.6,17,COc1ccc(NC(=O)NCc2ccco2)cc1OC
i,-0.5,71*,COc1ncnc2c1NC1=C(S2)C(=NCCC(=O)O)CC(C)(C)C1
i,0.1,14,CC(C)n1nc(C(=O)NNC(=O)c2ccncc2)c2ccccc2c1=O
i,-0.7,3,O=C(Nc1ccc2c(c1)OCO2)c1cncc(Br)c1
i,-1.6,19,COc1ccc(S(=O)(=O)NCC(=O)N(CC2CCCO2)C(C(=O)NC2CCCC2)C(C)C)cc1 (stereo not given)
i,0.7,4,CCOC(=O)C(C)c1n[nH]c(=O)c2ccccc12 (stereo not given)
i,-0.9,20,CC(=O)Nc1ccc(Nc2nc(C)nc3c2nnn3Cc2ccccc2Cl)cc1
i,1.0,15,COc1ccc(Cc2nc3ccc(C(=O)NCCCSC)cc3o2)cc1OC
i,-0.4,11,COc1ccc(C(=O)NCC(=O)OCC(=O)Nc2cc(OC)ccc2OC)cc1
i,-0.2,98*,CC1(C)CC(NC(=O)c2cc([N+](=O)[O-])cc([N+](=O)[O-])c2)CC(C)(C)N1
i,-0.8,6,O=C(CSc1ccc(-c2cccnc2)nn1)Nc1ccccc1C(F)(F)F
i,-0.8,19,O=C(CCC(=O)N(CC(=O)NC1CCCCC1)Cc1ccccc1)Nc1ccccn1
-5.7*,.,16,CCOC(=O)CC1(NC(=O)c2cc(COc3c(F)cccc3F)on2)CCCCC1
i,-0.1,11,COC(=O)c1cc(-c2ccc(Cl)cc2)n(-c2ccc(S(N)(=O)=O)cc2)n1
i,-1.4,3,COC(=O)C1=NN(c2ccc(Cl)cc2)C2C(=O)N(c3ccccc3OC)C(=O)C12 (stereo not given)
i,0.1,13,CC(C)(C)c1ccc(S(=O)(=O)NNC(=O)C2CCN(Cc3cccc(F)c3)CC2)cc1
i,-0.3,2,O=S1(=O)CCS(=O)(=O)C1c1ccccc1
i,-0.7,5,COC(=O)CN1C(=S)N(c2ccc(OC)cc2)C(=O)/C1=C/c1cccs1
i,-2.1,.,CN1CCN(CCCNc2c(C=O)c(=O)[nH]c3ccccc23)CC1
i,0.3,26,O=C(NC1CCCC1)C(c1ccc(F)cc1)N(Cc1ccc(F)cc1)C(=O)CCl (stereo not given)
i,-0.8,10,CC1(C)S/C(=N/N=C/c2ccco2)NC1=O
i,-0.3,20,Cc1c(O)ccc2c(CN3CCOCC3)cc(=O)oc12
i,0.3,33,O=C1NC(c2cccs2)C(C(=O)c2ccccc2)C(O)(C(F)(F)F)N1 (stereo not given)
i,-1.2,9,COCCNC(=O)c1c[nH]c2cc(OC)c(OC)cc2c1=O
.,-2.1,9,CC1CCC(CN2CCN=C2N(C)C)CC1 (stereo not given)
i,-0.1,9,CS(=O)(=O)N(CCc1ccccc1)CC(=O)NCc1cccnc1
i,0.0,12,COC(=O)c1ccccc1NC(=O)C(=O)NCc1ccncc1
i,-1.4,26,COc1ccc(-c2cc(Cl)cc3c(=O)c4ccccc4n(C)c23)cc1F
.,7.3,26,CCOC(=O)c1cc(OC(=O)c2cccs2)n(-c2ccccc2)n1

Single records, from the list above:
CC1(C)S/C(=N/N=C/c2ccco2)NC1=O is entered as KCNQ2 block = i; STK33 inh = -0.8; OX1R FRET antag = 10
COC(=O)c1ccccc1NC(=O)C(=O)NCc1ccncc1 is entered as KCNQ2 block = i; STK33 inh = 0.0; OX1R FRET antag = 12

Reformatted: results already given.
The line under a structure holds: KCNQ2 block	STK33 inh	OX1R FRET antag
- CCOC(=O)c1cc(OC(=O)c2cccs2)n(-c2ccccc2)n1
    .	7.3	26
- CC1(C)S/C(=N/N=C/c2ccco2)NC1=O
    i	-0.8	10

(further entries)
KCNQ2 block,STK33 inh,OX1R FRET antag,Structure
i,-1.1,7,CS(=O)(=O)N1CCC2(CC1)OCCN2S(=O)(=O)c1ccccc1
i,-0.1,29,COc1ccc(CN(C)CC(=O)NC(C)c2ccccc2)cc1OC (stereo not given)
i,-0.3,5,COc1ccc(CCNCCC(=O)Nc2c(C)cc(C)cc2C)cc1OC
i,-1.8,6,Cn1c(C(=O)O)c(CC(=O)Nc2ccccc2F)c2ccccc21
i,-0.6,-4,CCc1nccn1S(=O)(=O)c1ccc(C)c(C)c1
i,-0.8,4,CCOC(=O)/C=C(/C)N1N=C(c2ccc(OC)cc2)CC1c1cccc([N+](=O)[O-])c1 (stereo not given)
i,-1.3,7,Cc1cccc(C)c1NC(=O)CN(C)C(=O)C(c1ccccc1)c1ccccc1
i,0.0,12,Brc1ccc(CNc2cc3c(cc2Br)OCCO3)cc1
i,-1.4,-2,CSc1cc(/C=N/O)c(SC)s1
i,2.9,10,COc1ccc2c(C)nc(Nc3nc(C)cc(C)n3)nc2c1
i,-2.4,5,O=C(NC(=O)c1csnn1)Nc1ccccc1Cl
i,-0.8,19,O=C(c1ccco1)N1CCN(C(=O)c2ccccc2Oc2ccccc2)CC1
i,-1.6,28,C/C(=N\NC(=O)c1c(Cl)c(C)nn1C)c1cccc(NC(=O)COc2ccc(Cl)cc2)c1
i,-1.6,12,COc1cccc(NC(=O)N(CCCN2CCOCC2)C(C)c2cc3ccccc3o2)c1 (stereo not given)
i,-0.4,4,CCN1C(=O)C2C(c3cccc(F)c3)NC(CC)(C(=O)OC)C2C1=O (stereo not given)
i,-0.5,0,COc1cc(N2C(=O)C=CC2=O)c(OC)cc1Cl
i,-3.3,9,Cc1ncsc1CCOC(=O)c1cccnc1
i,0.7,41,O=C(N/N=C/c1ccc2c(c1)OCO2)c1ccc2ccccc2n1
i,-2.3,13,CCOC(=O)Cn1nc(/C=C/c2ccccc2)ccc1=O
i,-0.9,9,CCCc1nnc(NC(=O)OCC)s1
i,2.6,6,CCN(CC)C(=O)Oc1ccc2c(=O)c(-c3ccccc3)coc2c1

Compounds were not picked by outcome, and some 2.7% of all compounds hit somewhere here.
